Screens (PubChem BioAssay)
V-ATPase pHluor = alters yeast V-ATPase proton transport. S. cerevisiae, pHLuorin cytosolic pH fluorescence. response, % at 10 µM. 0.37% of 350,000 active. AID 504577; in the data active = response mostly above about 7.3%, no sharp cut-off; inactive = mostly below about 5.4%; also: actives read high; inactives centre near 0; some compounds called inactive have numbers as strong as hits; reference of the scale not given here
Keap1-Nrf2 PPI = inhibitors of human Keap1-Nrf2 protein-protein interaction. Q14145. Keap1 Kelch-Nrf2 peptide fluorescence polarization, 1536-well. inhibition, % at 9.4 µM. 0.15% of 340,000 active; in the data active = inhibition above about 12%;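 also: human Keap1 Kelch domain with fluorescein labeled Nrf2 9mer peptide probe; 0% = neutral control wells and 100% = peptide positive control; higher means more block of Keap1 binding to Nrf2 peptide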
Target sequence (Q14145 whole entry, looked up, the tested form may be a part): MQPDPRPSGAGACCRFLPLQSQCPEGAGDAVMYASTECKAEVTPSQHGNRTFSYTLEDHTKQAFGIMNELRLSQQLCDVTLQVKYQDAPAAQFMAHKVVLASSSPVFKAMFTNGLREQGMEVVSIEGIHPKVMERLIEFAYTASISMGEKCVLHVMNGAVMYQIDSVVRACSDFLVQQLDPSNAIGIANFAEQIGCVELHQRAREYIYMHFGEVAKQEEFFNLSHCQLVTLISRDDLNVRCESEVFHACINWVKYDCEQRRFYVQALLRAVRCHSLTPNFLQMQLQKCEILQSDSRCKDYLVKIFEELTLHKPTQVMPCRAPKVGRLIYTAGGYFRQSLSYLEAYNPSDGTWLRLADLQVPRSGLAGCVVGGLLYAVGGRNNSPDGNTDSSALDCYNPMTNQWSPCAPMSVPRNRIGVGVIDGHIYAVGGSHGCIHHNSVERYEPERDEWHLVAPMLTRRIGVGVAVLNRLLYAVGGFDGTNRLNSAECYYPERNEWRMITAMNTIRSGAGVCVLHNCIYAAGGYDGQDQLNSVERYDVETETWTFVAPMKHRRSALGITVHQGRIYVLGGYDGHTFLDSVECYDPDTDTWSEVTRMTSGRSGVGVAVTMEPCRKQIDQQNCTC
OPRM1-OPRD1 inv = inverse agonists of human mu-delta opioid receptor heterodimerization. P35372+P41143. AID 504357. inhibition, % at 9.3 µM. 0.21% of 340,000 active. cell-based MOR-DOR heterodimer luminescence, inverse agonism; in the data active = inhibition above about 22%, passing the limit was not always enough;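 also: 0% = cells with DMSO and 100% = wells without cells with DMSO; values of inactives mirror those of a sister screen read the other way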
Arrestin-AP2 inh = inhibitors of human beta-arrestin and AP2 interaction; FITC-arrestin peptide / GST-AP2 beads, flow cytometry; AP2 beta2 appendage carries R879A mutation; inhibition, % at 10 µM; 0.31% of 340,000 active;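 active = inhibition above a set limit, near 3 SD of compounds lacking own fluorescence, cut at about 54% in these data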;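 also: plate controls were DMSO wells for no effect and 5 µM unlabelled arrestin peptide for full effect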
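System: GST-tagged AP2 beta2-adaptin appendage (R879A) on 4 µm glutathione beads / Reagent: FITC-arrestin peptide, 50 nM / Detection: HyperCyt-sampled flow cytometry, FL1 channel, ex 488/em 535 nm / Timing: 12 min plus 1 h, RT / Buffer or medium: PBS plus Tween 20 (0.05%) and BSA (0.1%)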
LANA DNA inh = KSHV C-LANA DNA binding inhibition. inhibition, % at 9 µM. AID 504423. 0.078% of 340,000 active. MBP-C-LANA/FAM-LBS DNA binding, fluorescence polarization;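 active = highest replicate inhibition at or above 60% at 9 µM, even if other replicates fall short; inactive = all replicates below 60% inhibition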;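 also: 0% = neutral control wells and 100% = 4 µM acridine orange control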
OPRM1-OPRD1 ag = OPRM1-OPRD1 heterodimerization agonism; cells, luminescence; activation, % at 9.3 µM; 0.3% of 340,000 active; AID 504326; in the data active = activation above about 18%;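 also: 0% = vehicle-treated cells and 100% = reference agonist; values of inactives mirror those of a sister screen read the other way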
RTF Ca sens act = increases calcium sensitivity of human cardiac regulated thin filaments. activation, % at 7.2 µM. 0.24% of 340,000 active. P19429+P45379. IANBD-labeled TnC RTF fluorescence at EC20 calcium; 0% EC20 calcium, 100% full calcium;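 active = activation above the mean over all tested compounds plus 3 SD, cut at about 30% in these data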;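 also: rise in fluorescence read as greater calcium sensitivity of cardiac thin filaments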
Pemphigus Ab inh = human desmoglein-3 autoantibody binding inhibition; P32926; DSG3-coupled beads, scFv-anti-DSG3-GFP binding, flow cytometry; hits give low values; binding (percent of control), % at 10 µM; 0.48% of 310,000 active; AID 588358;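 active = binding more than 3 SD below its plate's average and above zero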;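 also: hits lower antibody fragment binding to DSG3; some compounds called inactive have numbers as strong as hits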
RTF Ca sens inh = cardiac RTF calcium desensitization; IANBD-labeled cardiac RTF, Ca2+ fluorescence; inhibition, % at 7.15 µM; P19429+P45379; 0.12% of 340,000 active;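 active = inhibition above the mean inhibition of all tested compounds plus 3 SD, cut at about 17% in these data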;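 also: assay run at fixed EC70 calcium of 1.6 mM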
Wnt bcat act = Wnt/beta-catenin pathway activation. Wnt/beta-catenin reporter cell assay, activator, plate reader. activation, % at 9.35 µM. 1.2% of 300,000 active; in the data active = activation above about 30%, passing the limit was not always enough;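 also: 0% = neutral control wells and 100% = positive control wells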
Active calls of the source: *; / = no result given.

The opening 3 entries, ahead of the listing:
SMILES	V-ATPase pHluor	Keap1-Nrf2 PPI	OPRM1-OPRD1 inv	Arrestin-AP2 inh	LANA DNA inh	OPRM1-OPRD1 ag	RTF Ca sens act	Pemphigus Ab inh	RTF Ca sens inh	Wnt bcat act
Cc1ccc(S(=O)(=O)N2CCN(S(=O)(=O)c3ccccc3Br)CC2)cc1	2	-4	16	3	-0.4	-3.2	0	90	-1	-2
COc1ccc(S(=O)(=O)N2CCOCC2)cc1C(=O)N1CCCCCC1	-3	1	22	18	0.9	-4.2	-2	95	-1	-8
O=C(Cn1ncc2c([nH]c3ccccc32)c1=O)NCC1CCN(Cc2ccccc2F)CC1	0	5	14	-3	0.6	-2.7	0	/	-7	-2

This part in full, from the start:
SMILES	V-ATPase pHluor	Keap1-Nrf2 PPI	OPRM1-OPRD1 inv	Arrestin-AP2 inh	LANA DNA inh	OPRM1-OPRD1 ag	RTF Ca sens act	Pemphigus Ab inh	RTF Ca sens inh	Wnt bcat act
Cc1ccc(S(=O)(=O)N2CCN(S(=O)(=O)c3ccccc3Br)CC2)cc1	2	-4	16	3	-0.4	-3.2	0	90	-1	-2
COc1ccc(S(=O)(=O)N2CCOCC2)cc1C(=O)N1CCCCCC1	-3	1	22	18	0.9	-4.2	-2	95	-1	-8
O=C(Cn1ncc2c([nH]c3ccccc32)c1=O)NCC1CCN(Cc2ccccc2F)CC1	0	5	14	-3	0.6	-2.7	0	/	-7	-2
COc1ccc(NC(=O)Cc2nnc(SCC(=O)Nc3ccc(F)cc3)n2C)cc1	4	-1	5	-2	-0.7	-0.9	1	109	6	1
Nn1c(SCc2cccc3ccccc23)nnc1-c1ccco1	0	0	12	7	0.8	-2.4	2	92	-5	6
COc1cccc(COC(=O)c2cc(S(=O)(=O)N3CCCCC3)ccc2N2CCOCC2)c1OC	-8	4	23	-8	0.5	-4.8	-6	106	-5	-1
CCOc1cc(S(=O)(=O)N2CCCC2)ccc1Cl	4	1	0	-30	1.3	0.0	1	126	-11	-6
CCOc1ccc(NC(=O)C(=O)NCCN2CCN(S(=O)(=O)c3ccccc3)CC2)cc1	-1	3	8	-5	-1.7	-1.3	-2	/	-1	-1
CC1CN(S(=O)(=O)c2cccc(C(=O)NCc3ccc4c(c3)OCO4)c2)CC(C)O1 (centres undefined)	-4	-2	9	10	-0.1	-1.6	0	113	-9	/
COc1ccc(C(=O)Nc2ccc(S(=O)(=O)N3CCN(C)CC3)cc2)cc1[N+](=O)[O-]	2	-4	12	11	0.2	-2.7	3	103	-7	2
COc1cccc2cc(C(=O)N3CCN(c4ccccc4F)CC3)c(=O)oc12	-3	-1	6	27	0.3	-1.0	0	93	2	/
Cc1ccc(Oc2ccc(C(F)(F)F)cc2[N+](=O)[O-])c([N+](=O)[O-])n1	0	-6	/	8	0.3	/	/	103	/	4
CN(Cc1ccccc1)C(=O)c1ccccc1NC(=O)C1=CSCCO1	0	-5	4	4	0.6	-0.8	-3	/	-7	1
NC(N)=NS(=O)(=O)c1ccc(NC(=S)NC(=O)/C=C/c2ccco2)cc1	-2	-5	10	-6	2.1	-1.8	6	112	-2	2
CC(C)N(C(=O)Cn1cc(S(=O)(=O)CC(=O)NC2CCCCC2)c2ccccc21)C(C)C	-1	-4	15	-26	-0.5	-2.9	9	101	6	4
CCOC(=O)/C(C#N)=C/c1c(N2CCN(CC)CC2)nc2c(C)cccn2c1=O	3	-3	15	-1	2.9	-3.2	-2	103	-5	-2
CN(Cc1ccccc1)C(=O)c1cccc(NC(=O)Cc2ccc(NC(=O)C3CCN(C(=O)c4ccccc4)CC3)cc2)c1	2	0	1	21	0.8	-0.2	-3	105	-11	-2
O=C(NCCC(=O)N1CCN(Cc2c(F)cccc2Cl)CC1)c1ccc(Cl)cc1	-1	-7	0	-5	-0.8	0.0	0	96	3	1
COC(=O)C1C(c2ccccc2)C=CC(c2ccccc2)C1C(=O)O (centres undefined)	-3	1	15	3	0.9	-2.9	-3	97	-4	4
Cc1cc(=O)oc2c(C)c(OCC(=O)NC3CCN(Cc4ccccc4)CC3)ccc12	-2	5	8	26	0.0	-1.7	-2	100	-11	-1
CCOC(=O)CC1CCCCN1Cc1cn(C)nc1-c1ccc2c(c1)OCCO2 (centres undefined)	-1	0	17	42	-0.1	-3.5	1	102	6	-2
CN(C1=NS(=O)(=O)c2ccccc21)c1ccc(OC(=O)c2ccccc2)cc1	-3	-1	10	2	1.0	-1.6	1	/	0	10
CC(=O)CC(C)(C)NC(C)=S	2	-7	10	9	0.3	-1.9	0	100	-3	-2
Cn1nnnc1SCC(=O)N1CCCCC1	-6	0	-1	0	-1.3	0.1	-3	/	-8	1
CC1CCN(S(=O)(=O)c2ccc(C(=O)NCc3ccco3)cc2)CC1	3	-1	2	-4	0.8	-0.5	6	/	-9	-3
COc1ccc(CN(C(=O)c2cnccn2)C(C(=O)Nc2ccc(F)cc2)c2ccccc2)cc1 (centres undefined)	-4	-5	1	7	0.6	-0.1	2	107	5	/
O=C(c1ccc(-c2cc(Cl)ccc2Cl)o1)N1CCOCC1	-2	-7	7	11	3.8	-1.2	-3	104	-2	9
CCc1ccccc1NC(=S)N(Cc1ccc(OC)cc1)CC1CCC(C(=O)O)CC1 (centres undefined)	2	-6	-10	-8	-1.1	1.9	-3	102	-1	-4
C#Cc1ccc([C@H]2C=C(C(=O)OCC=C)O[C@@H](OCC)[C@@H]2CCCO)cc1	4	-3	1	4	1.4	-0.1	1	102	0	2
O=C(O)C[C@@H](CNC(=O)COc1ccc2ccc(=O)oc2c1)c1ccc(Cl)cc1	5	-3	13	5	0.9	-2.5	1	103	-2	-1
c1ccc(-c2nnc(-c3ccccn3)nn2)nc1	3	-7	4	-28	-0.5	-0.7	-6	99	1	36*
COc1ccc(NC(=O)CCc2nnc3ccc(N4CCC(C)CC4)nn23)cc1	2	-6	-2	8	-2.0	0.4	5	/	-5	2
O=C(COC(=O)c1cncc(Br)c1)NCc1ccc(Cl)cc1	-2	-6	7	-19	-0.6	-1.4	0	91	-3	-6
COc1ccccc1N(CC1CO1)S(=O)(=O)c1ccccc1 (centres undefined)	-1	4	0	21	-0.5	0.0	-5	96	9	-1
CCN(c1ccccc1)S(=O)(=O)c1cc(C(=O)Nc2ccc(Br)cc2)ccc1F	-1	3	-35	24	1.4	6.9	4	85	4	/
CCOC(=O)CN1C(=O)C(=O)N(Cc2c(F)cccc2Cl)C1=O	-2	1	1	41	-0.8	-0.3	-1	104	-8	-1
COCC(C)n1c(C)cc(C(=O)CSc2nc(C)c(C)c(C)n2)c1C (centres undefined)	1	2	9	-2	-0.6	-1.9	1	95	-3	-3
COc1ccc(N/N=C(/Oc2ccc([N+](=O)[O-])cc2)C(C)=O)cc1	4	-1	9	-1	3.7	-1.7	0	104	-6	1
O=c1[nH]c(C2CCCN(S(=O)(=O)c3ccccc3F)C2)nc2c1nnn2Cc1ccccc1Cl (centres undefined)	0	-6	5	0	1.3	-0.9	-2	119	-35	-1
COc1cccc(C2=NOC(C(=O)N3CCN(c4ccccc4)CC3)C2)c1OC (centres undefined)	-1	-4	10	23	-0.1	-1.8	0	96	-3	1
CO/N=C/NC(=O)c1ccc([N+](=O)[O-])c(CS(=O)(=O)c2ccc(Cl)cc2)c1	13	-2	0	-6	-0.4	-0.1	0	117	-7	/
Cc1ccc(C)c(N(CC(=O)NCc2ccco2)C(=O)CCC(=O)Nc2nccs2)c1	-13	-6	-7	-3	0.4	0.8	0	107	-5	0
Cc1ccc(CC(=S)N2CCOCC2)cc1	-2	-5	6	0	-0.8	-0.8	-5	97	-7	-2
Cc1cccc(Cn2c(NCC(C)O)nc3c2c(=O)n(C)c(=O)n3C)c1 (centres undefined)	-6	2	1	34	1.3	-0.3	-6	94	-6	/
Nc1c(N(CCC2=CCCCC2)C(=O)COc2ccc([N+](=O)[O-])cc2)c(=O)[nH]c(=O)n1Cc1ccccc1	-2	2	13	2	-0.3	-3.1	-1	108	-3	1
CN1CCN(CCCNc2nc3ccccc3c3nc(-c4ccccc4)nn23)CC1	-2	3	6	11	-0.6	-1.3	6	100	-4	3
Cc1cccc(NCc2nc3ccccc3n2Cc2ccccc2)c1	4	1	-11	2	0.8	2.2	0	106	-4	21
CN(C)C(CNC(=O)c1cccc(S(=O)(=O)NCc2ccccc2)c1)c1ccco1 (centres undefined)	3	-4	10	0	2.5	-1.8	-2	104	-8	-2
CC1CCc2c(nc3nc[nH]n3c2=O)C1 (centres undefined)	0	-2	12	26	2.2	-2.1	-4	115	8	/
C/C=C/c1ccc(OCCCCN2CCN(CC)CC2)c(OC)c1	-1	-3	6	-8	0.4	-1.1	-1	99	-1	0
Cc1ccc(NC(=O)CN(C)C(=O)/C=C/c2cccs2)cc1	2	-2	21	-3	3.1	-4.0	11	114	-5	0
CC1=C(C(=O)N2CCOCC2)C(c2cccs2)NC(=O)N1 (centres undefined)	-5	-3	8	-8	0.6	-1.5	2	98	-3	/
Cc1nn(CC(O)Cn2c3c(c4ccccc42)CCN(C)C3=O)c(C)c1Br (centres undefined)	-4	-3	7	3	-0.6	-1.3	1	98	-8	-6
CNC(=S)NNC(=O)c1sccc1OCc1cccc(C(F)(F)F)c1	-2	0	11	16	0.1	-2.1	-1	/	4	/
O=c1[nH]c2cc3c(cc2cc1CN(Cc1ccco1)C(=S)NCCCN1CCOCC1)OCCO3	2	-3	8	1	-0.8	-1.4	4	99	-13	-2
CC(CCCN(C)C)C(Cc1ccccc1)c1ccccc1 (centres undefined)	2	/	/	0	/	/	/	105	/	0
O=C(CNS(=O)(=O)c1cccs1)NCc1ccc(F)cc1	0	4	15	19	0.1	-3.2	1	95	-11	-1
CN=C1S/C(=C\c2cccc(Cl)c2Cl)C(=O)N1C	0	/	/	1	/	/	/	108	/	6
COCc1ccc(CN2CCC(C(=O)Nc3cccc(-c4cccc(Cl)c4)c3)CC2)o1	3	0	-16	57*	0.1	3.0	-5	108	-5	0
CC(SCc1ccccc1)C(=O)N/N=C/c1cc2c(cc1Br)OCO2 (centres undefined)	0	0	-2	3	-0.4	0.4	1	106	9	-3

(list continues)
SMILES	V-ATPase pHluor	Keap1-Nrf2 PPI	OPRM1-OPRD1 inv	Arrestin-AP2 inh	LANA DNA inh	OPRM1-OPRD1 ag	RTF Ca sens act	Pemphigus Ab inh	RTF Ca sens inh	Wnt bcat act
COC(=O)c1ccc(-n2c(C)cc(C(=O)COC(=O)CNS(=O)(=O)c3ccc(C)cc3)c2C)cc1	0	1	-17	9	-0.1	2.5	3	98	-21	-4
Cc1ccc(NC(=O)c2cc(=O)[nH]c3ccc(S(=O)(=O)N4CCOCC4)cc23)cc1	0	-1	15	-1	0.9	-3.7	-2	/	-7	2
COc1ccc(NS(=O)(=O)c2cccc(-c3n[nH]c(=S)n3Cc3ccccc3)c2)cc1	2	0	-4	-5	0.0	0.8	3	102	6	-1
CCOCCCNC(=O)c1ccc(C2SCC(=O)N2Cc2ccccc2)cc1 (centres undefined)	2	-4	6	-1	1.4	-1.2	4	110	-10	1
Cc1ccc(CN2[C@@H](CC(C)C)COCCS2(=O)=O)cc1	-5	3	-3	-3	2.3	0.5	-6	106	-1	0
CC1CCN(Cc2nnnn2CCCC(=O)NCCc2cnn(C)c2)CC1	1	1	21	-13	0.0	-4.0	-2	103	3	2
